rTrxR1 inhibitor = qHTS Assay for Inhibitors of Mammalian Selenoprotein Thioredoxin Reductase 1 (TrxR1): qHTS | Potency, µM (doses to about 114 µM), for inactives: at the highest dose activity change, negative = inhibition, most hits filed as inhibitors | Thioredoxin reductase 1, cytoplasmic (Rattus norvegicus), O89049 | actives 1% (n = 390,000) | recombinant rTrxR1, NADPH fluorescence consumption, selenite substrate | AID 588453, 2011; also: potency is read from the fitted curve at half-maximal effect; % is scaled to controls: 0 for no effect and ±100 for the full control effect; nearly all actives have a fitted effect of over 65% in size
Target sequence (O89049 whole entry, looked up): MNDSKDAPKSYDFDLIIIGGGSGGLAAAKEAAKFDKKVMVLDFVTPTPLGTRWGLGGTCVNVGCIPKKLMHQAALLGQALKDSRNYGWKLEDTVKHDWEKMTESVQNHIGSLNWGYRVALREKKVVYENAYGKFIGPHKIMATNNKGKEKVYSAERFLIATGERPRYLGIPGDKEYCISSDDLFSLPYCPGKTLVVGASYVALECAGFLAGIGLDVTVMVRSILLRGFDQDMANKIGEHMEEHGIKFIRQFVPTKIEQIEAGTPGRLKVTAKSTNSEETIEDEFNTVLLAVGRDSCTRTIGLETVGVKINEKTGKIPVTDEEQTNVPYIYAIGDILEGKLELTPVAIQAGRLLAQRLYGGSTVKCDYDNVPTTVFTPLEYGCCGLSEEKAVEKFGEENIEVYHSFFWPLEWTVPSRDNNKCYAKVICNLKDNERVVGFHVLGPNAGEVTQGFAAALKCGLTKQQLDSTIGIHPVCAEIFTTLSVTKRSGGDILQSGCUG
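Rat TrxR1 (90 nM in the dispensed reagent) was pre-reduced with 400 uM NADPH for 5 min at room temperature, then incubated with compound for 15 min. After 400 uM selenite was added, NADPH fluorescence (Ex 340/Em 450 nm) was followed for 8 min.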
TRHR PAM = qHTS for Small Molecule Agonists and Allosteric Enhancers of Human TRH Receptor: Primary Screen for Enhancers. TRHR cells, fluo-8 calcium fluorescence, EC20 TRH enhancement. enhancement, % at 2 µM. actives 0.66% (n = 360,000); in the data active = enhancement above about 30%; also: 0% is about no effect
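Enhancer read-out: after compound pinning and an initial kinetic agonist-mode read, an EC20 of TRH (10 nM final) was injected and fluo-8 calcium signal (Ex 480/Em 530) followed at 1 s/cycle for 100 cycles in TRHR-expressing cells.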
D2 ag = HTS Assay for Allosteric Agonists of the Human D2 Dopamine Receptor: Primary Screen for Agonists; D(2) dopamine receptor (Homo sapiens), P14416; actives 0.53% (n = 340,000); activation, % at 2 µM; HEK293 T-REx D2 cells, calcium flux agonist mode;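 active = activation over 3 SD above normal in the single-dose calcium agonist read, cut at about 30% in these data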; also: 0% is about no effect
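Calcium-flux readout, 1 cycle/sec over 180 s following compound pin transfer, in inducible HEK293 Trex D2 cells (force-coupled); dopamine controls included. Positive calcium responses during this window marked compounds as potential agonists.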
USP1 inh = Inhibitors of USP1/UAF1: Primary Screen; Ubiquitin carboxyl-terminal hydrolase 1 (Homo sapiens), O94782; Potency, µM (top dose mostly 57.1 µM), for inactives: top-dose activity change, negative = inhibition, usual class: inhibitors; recombinant USP1/UAF1, Ub-Rhodamine cleavage fluorescence; actives 0.23% (n = 390,000); also: potency is read from the fitted curve at half-maximal effect; % is scaled to controls: 0 for no effect and ±100 for the full control effect; nearly all actives have a fitted effect of over 60% in size; inactives centre near -12
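USP1/UAF1 complex at 1 nM was preincubated with compound for 15 min at room temperature, then Ub-Rho substrate (150nM final) was added. Fluorescence (480/540 nm) was read kinetically, 6 reads every 60 seconds.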
TrxR1 substrate = qHTS Assay for Substrates of Mammalian Selenoprotein Thioredoxin Reductase 1 (TrxR1): qHTS. Thioredoxin reductase 1, cytoplasmic (Rattus norvegicus), O89049. Potency, µM (series often up to 114 µM), inactives show top-dose activity change, negative = substrate turnover. actives 0.01% (n = 390,000). AID 588456, 2011. purified TrxR1 substrate turnover, NADPH consumption readout; also: potency is read from the fitted curve at half-maximal effect; % is scaled to controls: 0 for no effect and ±100 for the full control effect; nearly all actives have a fitted effect of over 50% in size
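Rat TrxR1, dispensed at 90 nM, was prereduced with 400 uM NADPH (final) for 5 min at ~22 deg C, then incubated with compound 15 min before 400 uM selenite. A first-read NADPH fluorescence drop versus no-compound background flagged substrates.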
D2 antagonist = HTS Assay for Allosteric Antagonists of the Human D2 Dopamine Receptor: Primary Screen for Antagonists; actives 2% (n = 340,000); HEK293 TREx D2 cells, calcium flux, dopamine EC80; D(2) dopamine receptor (Homo sapiens), P14416; AID 485344, 2010; inhibition, % at 10 µM; in the data active = inhibition above about 30%; also: 0% is about no effect
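Cells plated overnight at 30 C with tetracycline; no-wash calcium dye, 30–90 min RT; 10 s baseline; compound pinned; 180 s read; EC80 dopamine added; another 180 s read.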
TRHR ag = qHTS for Small Molecule Agonists and Allosteric Enhancers of Human TRH Receptor: Primary Screen for Agonists. actives 0.18% (n = 360,000). TRHR cells, calcium flux fluo-8, FDSS agonist mode. activation, % at 2 µM. Thyrotropin-releasing hormone receptor (Homo sapiens), P34981; in the data active = activation above about 30%; also: 0% is about no effect
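TRHR-expressing cells, plated overnight in medium with 10% serum, were loaded with fluo-8 calcium dye at room temperature. After a 10 s baseline, library compound was pin-added and calcium release was recorded kinetically (ex 480/em 530) as agonist response.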
PI4K2A inh = qHTS for small molecular inhibitors of PI4K2A; AID 1346378, 2018; purified PI4K2A, ADP-Glo luminescence, 1 h; active compounds read low; activity change, negative = inhibition, % at 76.9 µM; actives 0.13% (n = 420,000); Phosphatidylinositol 4-kinase type 2-alpha (Homo sapiens), Q9BTU6; in the data active = activity change below about -50%; inconclusive = mostly about -30% to -49%;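 also: -100% = wells without enzyme as full effect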
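Compounds are screened against recombinant PI4K2A using PI as substrate and ATP, the latter dispensed at 300 microM. Reactions run one hour at ambient temperature before ADP-Glo detection; full inhibition defined by wells lacking enzyme.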
IDH1 R132H inh = qHTS for Inhibitors of mutant isocitrate dehydrogenase 1 (IDH1): qHTS | AID 602179, 2012 | Potency, µM (doses to about 76.6 µM), without a hit: top-dose activity change, negative = inhibition, most hits filed as inhibitors | IDH1-R132H enzyme, NADPH consumption, diaphorase/resazurin fluorescence | Isocitrate dehydrogenase [NADP] cytoplasmic (Homo sapiens), O75874 | actives 0.093% (n = 390,000); also: potency is read from the fitted curve at half-maximal effect; % is scaled to controls: 0 for no effect and ±100 for the full control effect; nearly all actives have a fitted effect of over 65% in size
Target sequence (O75874 whole entry R132H, stated change not applied): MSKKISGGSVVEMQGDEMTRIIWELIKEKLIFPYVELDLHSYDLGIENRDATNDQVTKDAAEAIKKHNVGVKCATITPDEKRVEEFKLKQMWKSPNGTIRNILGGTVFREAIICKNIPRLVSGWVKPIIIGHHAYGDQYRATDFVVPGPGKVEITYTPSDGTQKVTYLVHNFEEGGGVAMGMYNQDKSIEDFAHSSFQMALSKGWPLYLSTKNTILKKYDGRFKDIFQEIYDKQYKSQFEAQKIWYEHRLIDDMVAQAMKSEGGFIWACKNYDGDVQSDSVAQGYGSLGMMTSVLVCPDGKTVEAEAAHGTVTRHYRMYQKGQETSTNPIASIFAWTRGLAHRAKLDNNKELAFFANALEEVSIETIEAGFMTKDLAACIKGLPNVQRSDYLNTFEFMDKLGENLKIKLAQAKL
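IDH1-R132H (0.5 ug/mL) preincubated 30 min with compound, then NADPH (0.016 mM) and alpha-KG (2 mM) added; 80 min at RT, pH 7.5. Remaining NADPH coupled via diaphorase/resazurin to fluorescence (540/590 nm); concentration-response curves normalized to no-enzyme control.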
The depositor's hits bear a star; ? = inconclusive; / = no result given; & = joins results of further samples; [ ] = remark or other dose. Unless noted, calls follow the shape of the dose curve; as a rule, active = well fitted inhibition curve with a large enough effect; inconclusive = small, poorly fitted or top-dose-only effect; inactive = no such curve, though single readings can be large or run the other way. Not a hit list. Share with any hit: about 3.9%.

SMILES | rTrxR1 inhibitor | TRHR PAM | D2 ag | USP1 inh | TrxR1 substrate | D2 antagonist | TRHR ag | PI4K2A inh | IDH1 R132H inh
C[C@H]1CN([C@@H](C)CO)C(=O)Cc2cc(NC(=O)CCC(F)(F)F)ccc2O[C@H]1CN(C)S(C)(=O)=O | -4%[57.1 µM] | / | / | 2% | -4%[57.1 µM] | / | / | -1 | 2%
COc1ccc(CNc2cc(-c3ccc(OC)cc3)nc3nncn23)cc1 | -26% | -1 | 0.4 | -23% | -4% | / | -1.3 | -4 | -14%
O=C(Cc1ccccc1[N+](=O)[O-])NCCC1=CCCCC1 | 37%[activator][57.1 µM] | 1 | 1.1 | -27% | 6%[57.1 µM] | -2 | -0.5 | -2 | 13%
Cc1nn(-c2ccccc2)c2c1C(O)n1c(nc3ccccc31)S2 (centres undefined) | 19% | 3 | 0.8 | -4% | 10% | 16 | 0.1 | -1 | 4%
CCC(C(=O)NCCC(C)C)n1ccc2cc(S(=O)(=O)N3CCCCC3)ccc21 (centres undefined) | -14% | 7 | 0.0 | -22% | -12% | -3 | 0.7 | -4 | 2%
Cc1ccc(C)c(NC(=O)Nc2csc3c2CCCC3)c1 | 15% | 3 | -0.5 | 11% | -2% | / | 0.0 | 0 | -16%
Cn1c(=O)n(C)c2cc(NC(=O)CSc3nnc(-c4ccccc4O)n3-c3ccccc3)ccc21 | -7%[57.1 µM] | 4 | -2.3 | -13% | 54% | 4 | 0.9 | -1 | 9%
COc1ccc2c(c1)[N+](C)(C)C(C)(C)C=C2C | -15% | 1 | 0.8 | -21% | 2% | -19 | 0.5 | -3 | 3%
CCOc1ccc(-c2cc3nc(C4CCN(C(=O)OC(C)(C)C)CC4)c(C(=O)Nc4cccc(Cl)c4C)cn3n2)cc1 | 39%[activator] | 16 | -0.1 | -23% | 67%[activator] | / | 0.1 | 5 | 11%
COc1cccc(C(=O)Nc2ccccc2C(=O)OCc2cc(=O)n3c(C)csc3n2)c1 | 6%[57.1 µM] | 0 | 1.5 | -22% | 2%[57.1 µM] | / | 0.4 | -5 | -16%
O=C(O)c1[nH]c2ccccc2c1C(c1cc(Br)ccc1O)c1c(C(=O)O)[nH]c2ccccc12 | -7% | -10 | -0.1 | ? | 1% | -12 | 0.4 | -4 | 41µM*
O=C(Nc1nnc(C2=COCCO2)o1)c1ccc(Cc2ccccc2)cc1 | 0%[57.1 µM] | -3 | 0.1 | -12% | 7% | -1 | -0.5 | -26 | 0%
COc1ccccc1NC(=O)c1ccc2[nH]c(C)cc(=O)c2c1 | 12% | 5 | 2.2 | 0% | -2% | / | 0.1 | -1 | -5%
N#Cc1c(C(F)(F)F)cc(-c2cccs2)nc1SCC(=O)O | 3% | 9 | 0.4 | -23% | -2% | -7 | -0.2 | -3 | 2%
CCOC(=O)c1c(C)oc2nc(C)nc(NCC3CCN(Cc4cccc(C)c4)CC3)c12 | 18% | 8 | -0.7 | 6% | -5% | / | 0.8 | 1 | -1%
Cc1cc(C)c(NC(=O)CSc2nc(=O)n(Cc3ccncc3)c3c2CCC3)c(C)c1 | 18%[57.1 µM] | -6 | 4.4 | -7% | 1%[57.1 µM] | / | -0.3 | -1 | -8%
CCS(=O)(=O)c1ccc(-c2csc(-c3ccccc3)n2)c(Cl)c1Cl | 26%[57.1 µM] | 1 | 0.5 | -13% | 9%[57.1 µM] | 25 | 0.1 | 4 | 7%
Cc1ccc(NC(=O)Cn2c(=O)n(Cc3ccco3)c(=O)c3ccc(C(=O)NC4CCCC4)cc32)c(C)c1 | 10% | 4 | 1.0 | -27% | 0% | / | 0.4 | 4 | -2%
CNC(=O)CNC(=O)Nc1ccc(Cl)c(Cl)c1 | 4%[57.1 µM] | 3 | 1.1 | -27% | 3%[57.1 µM] | 5 | 0.8 | 4 | 2%
CC1(C)C(c2ccccc2)=NC(c2ccc(Br)cc2)N1O (centres undefined) | 9%[57.1 µM] | -3 | -1.3 | -1% | 7%[57.1 µM] | -12 | -1.2 | 5 | -9%

Among those listed so far, two have a COOH group:
SMILES | rTrxR1 inhibitor | TRHR PAM | D2 ag | USP1 inh | TrxR1 substrate | D2 antagonist | TRHR ag | PI4K2A inh | IDH1 R132H inh
O=C(O)c1[nH]c2ccccc2c1C(c1cc(Br)ccc1O)c1c(C(=O)O)[nH]c2ccccc12 | -7% | -10 | -0.1 | ? | 1% | -12 | 0.4 | -4 | 41µM*
N#Cc1c(C(F)(F)F)cc(-c2cccs2)nc1SCC(=O)O | 3% | 9 | 0.4 | -23% | -2% | -7 | -0.2 | -3 | 2%

Next section.
SMILES | rTrxR1 inhibitor | TRHR PAM | D2 ag | USP1 inh | TrxR1 substrate | D2 antagonist | TRHR ag | PI4K2A inh | IDH1 R132H inh
CCOc1ccc(NC(=O)c2cnn3c(C(F)F)cc(-c4ccc(C)cc4)nc23)cc1 | 30% | 2 | -0.6 | -20% | 7% | / | -0.4 | -3 | 27%
COC(=O)N/N=C/c1cn(CCOc2ccccc2)c2ccccc12 | 16%[11.4 µM] | -3 | / | -3% | 7%[11.4 µM] | / | 0.2 | 5 | 4%
Cc1cc(C)nc(N/N=C/c2cc3c(cc2[N+](=O)[O-])OCO3)n1 | 1% | 23 | -0.4 | -9% | -5% | -8 | 0.6 | 2 | -4%
COc1ccc(C2CC(c3cccs3)=NN2C(=O)CSC2=NCCS2)cc1 (centres undefined) | 34% | -4 | 0.3 | -26% | 20% | -9 | 1.3 | -2 | 1%
COc1cc2c(=O)n(Cc3ccco3)c(=O)n(CC(=O)Nc3ccc(F)cc3)c2cc1OC | -19% | -1 | 7.9 | -13% | 1% | / | 2.4 | 2 | -18%
COc1ccc(/C=C/C(=O)C2(O)CCCCC2)cc1 | -20% | -3 | 0.2 | -10% | -16% | 1 | 0.3 | 5 | -3%
C=CCOc1ccnc(-c2ccccc2)n1 | 10% | -2 | -1.2 | -21% | 5% | -8 | -1.2 | 0 | 3%
COc1ccc(S(=O)(=O)Nc2ccc3cn[nH]c3c2)cc1C | 9%[57.1 µM] | 39* | 0.6 | 0% | 4%[57.1 µM] | 6 | -0.3 | 0 | -2%
O=C(/C=C/c1cccs1)Nc1ccc(Br)cn1 | 2%[57.1 µM] | 10 | -0.5 | -26% | 4%[57.1 µM] | -11 | 0.1 | 0 | 9%
COc1ccccc1CNS(=O)(=O)c1ccc2c(c1)CC(C)N2C(=O)C1CCC1 (centres undefined) | -4%&-3% | -7&-5 | -0.3&-0.7 | -24%&-12% | -3%&-13% | 6 | 0.3&-0.7 | -3&0 | 8%&13%
N=c1ccn(Cc2ccc(Cl)cc2)cc1 | 17%[57.1 µM] | 3 | 0.6 | 5% | 9%[57.1 µM] | 29 | -0.2 | -6 | 10%
CCOC(=O)[C@H]1[C@H]2COc3ccccc3[C@@H]2N2C(=O)CN(Cc3ccccc3)C(=O)[C@@]12C | -4%[57.1 µM] | / | / | -7% | 4% | / | / | -4 | -5%
CC(C)Cc1ccc(C#N)c(SCC(N)=O)n1 | 13% | 6 | -0.3 | -11% | 12%[57.1 µM] | -3 | 0.1 | 2 | 0%
COCCOC(=O)c1c(NC(=O)CNC2CCCc3ccccc32)sc(C(N)=O)c1C (centres undefined) | 13% | -7 | -0.1 | -5% | -5%[0.0914 µM] | 7 | -0.3 | -3 | -9%
COC(=O)C1CCN(c2nc3ccccc3nc2C(C#N)C(=O)OCC(C)C)CC1 (centres undefined) | 2%[57.1 µM] | -6 | / | 29% | 4%[57.1 µM] | / | 3.6 | 1 | 5%
O=C(c1cc([N+](=O)[O-])cc([N+](=O)[O-])c1)N(c1ccccn1)c1ccccn1 | -9% | -2 | -0.6 | -3% | -14% | -8 | -0.1 | -2 | 1%
O=C(NCc1ccco1)C1CC(O)CN1C(=O)Nc1ccccc1 (centres undefined) | 9%[57.1 µM] | -9 | 6.9 | -14% | -1%[57.1 µM] | -1 | 1.3 | -2 | 11%
CC(=O)c1ccc(CCCc2ccc(C(C)=O)cc2)cc1 | -17% | / | / | -1% | -11% | / | / | -11 | -8%
Cc1ccc(NC(=O)Cn2c(=O)n(CCCCCC(=O)NCc3ccc(F)cc3)c(=O)c3sccc32)c(C)c1 | 1% | 0 | 0.2 | -17% | -4% | / | -0.7 | 1 | /
CC1CCN(C(=O)c2cc3nc(C4CC4)cc(C(F)(F)F)n3n2)CC1 | 16% | 2 | -1.2 | -12% | 0% | -1 | 0.1 | -4 | 15%
CC1CCN(S(=O)(=O)N2CCN(C(=O)c3ccc4c(c3)OCO4)CC2)CC1 | 33%[57.1 µM] | 0 | 0.2 | -6% | 11%[57.1 µM] | 18 | -0.5 | 0 | 1%
CCCCC1(C)NC(=O)N(CC(=O)Nc2ccc(Cl)cc2C)C1=O (centres undefined) | 12% | / | / | 2% | -6% | / | / | 15 | 5%
CC1(C)CC(=O)C2=C(C1)N(Cc1ccc(F)cc1)C(=O)C2(NC(=O)c1cccnc1)C(F)(F)F (centres undefined) | 12% | 1 | 0.9 | -13% | 3% | 7 | -0.6 | -8 | 5%
COc1ccccc1N1CCN(C(CNS(=O)(=O)c2ccccc2)c2cccnc2)CC1 (centres undefined) | -31% | -3 | 5.2 | -18% | 7% | -17 | -0.4 | -23 | 11%

Compound activity deposited in PubChem by National Center for Advancing Translational Sciences (NCATS).
